# High-throughput results: PubChem, several laboratories
# CSN deneddyl inh – inhibitors of CSN-mediated cullin deneddylation, primary screen, biochemical, fluorescence polarization, uHTS | COP9 signalosome complex subunit 5 (Homo sapiens), Q92905 | Purified CSN, SCF-Nedd8-OG deneddylation | inhibition, % at 12.5 µM | 360,000 compounds, 0.38% hits | AID 651999, 2013;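 active = pattern-corrected inhibition above about 35%, with an unprinted fluorescence ratio check between 0.5 and 1.5, limit read from the data, passing the limit was not always enough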;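 note: 0% = enzyme with substrate and 100% = substrate without enzyme; some results filed as inactive read as strong as hits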
#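 test system = HEK293T-derived human Csn5 enzyme | amount = 0.24 nM Csn5 enzyme, final concentration | medium = Tris/NaCl/DTT buffer, pH 7.5 | schedule = 90 min reaction at room temperature | signal = FP | evaluation = inhibition of Csn5 cleavage, % | compound dosing = single dose of 12.5 µM compound with 0.25% DMSO | probe or stimulus = 10 nM SCFSkp2-Nedd8OG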
# Rin1 Abl inh – inhibitors of Rin1-Abl protein binding, primary screen, biochemical, TR-FRET; Tyrosine-protein kinase ABL1 (Homo sapiens) + Ras and Rab interactor 1 (Homo sapiens), …; inhibition, % at 7.35 µM; 360,000 compounds, 0.4% hits; AID 588664, 2011; in the data active = inhibition above about 5%, passing the limit was not always enough
# Target sequence (P00519 whole entry, looked up): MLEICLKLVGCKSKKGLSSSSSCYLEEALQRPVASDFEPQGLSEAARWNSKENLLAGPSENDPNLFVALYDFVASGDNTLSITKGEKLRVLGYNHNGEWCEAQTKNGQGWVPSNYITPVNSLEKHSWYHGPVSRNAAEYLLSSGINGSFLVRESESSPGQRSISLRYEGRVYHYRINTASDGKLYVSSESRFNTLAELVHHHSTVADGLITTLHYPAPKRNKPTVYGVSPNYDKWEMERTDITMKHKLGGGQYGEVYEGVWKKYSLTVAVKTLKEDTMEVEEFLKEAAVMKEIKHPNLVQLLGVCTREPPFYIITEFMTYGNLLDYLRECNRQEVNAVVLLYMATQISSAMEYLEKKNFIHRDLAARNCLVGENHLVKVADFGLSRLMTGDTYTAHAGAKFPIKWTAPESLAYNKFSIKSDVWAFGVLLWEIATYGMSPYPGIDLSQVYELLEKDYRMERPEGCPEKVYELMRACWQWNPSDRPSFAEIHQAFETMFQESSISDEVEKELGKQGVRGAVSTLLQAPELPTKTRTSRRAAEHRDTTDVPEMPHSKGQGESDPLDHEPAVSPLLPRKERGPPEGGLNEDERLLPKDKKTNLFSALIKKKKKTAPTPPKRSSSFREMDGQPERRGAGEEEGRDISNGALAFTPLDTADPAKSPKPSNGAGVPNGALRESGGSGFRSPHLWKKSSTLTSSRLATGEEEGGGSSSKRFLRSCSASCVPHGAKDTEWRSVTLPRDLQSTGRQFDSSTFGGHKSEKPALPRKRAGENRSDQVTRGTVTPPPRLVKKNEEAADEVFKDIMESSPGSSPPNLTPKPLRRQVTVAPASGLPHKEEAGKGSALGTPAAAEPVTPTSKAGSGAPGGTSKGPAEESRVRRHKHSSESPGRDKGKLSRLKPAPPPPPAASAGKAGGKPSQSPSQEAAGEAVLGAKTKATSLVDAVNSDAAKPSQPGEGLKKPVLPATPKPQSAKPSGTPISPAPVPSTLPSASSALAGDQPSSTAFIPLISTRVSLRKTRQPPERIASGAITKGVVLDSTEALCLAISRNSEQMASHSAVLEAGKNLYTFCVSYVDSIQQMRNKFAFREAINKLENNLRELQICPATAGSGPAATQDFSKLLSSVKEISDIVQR
# Target sequence (Q13671 whole entry, looked up): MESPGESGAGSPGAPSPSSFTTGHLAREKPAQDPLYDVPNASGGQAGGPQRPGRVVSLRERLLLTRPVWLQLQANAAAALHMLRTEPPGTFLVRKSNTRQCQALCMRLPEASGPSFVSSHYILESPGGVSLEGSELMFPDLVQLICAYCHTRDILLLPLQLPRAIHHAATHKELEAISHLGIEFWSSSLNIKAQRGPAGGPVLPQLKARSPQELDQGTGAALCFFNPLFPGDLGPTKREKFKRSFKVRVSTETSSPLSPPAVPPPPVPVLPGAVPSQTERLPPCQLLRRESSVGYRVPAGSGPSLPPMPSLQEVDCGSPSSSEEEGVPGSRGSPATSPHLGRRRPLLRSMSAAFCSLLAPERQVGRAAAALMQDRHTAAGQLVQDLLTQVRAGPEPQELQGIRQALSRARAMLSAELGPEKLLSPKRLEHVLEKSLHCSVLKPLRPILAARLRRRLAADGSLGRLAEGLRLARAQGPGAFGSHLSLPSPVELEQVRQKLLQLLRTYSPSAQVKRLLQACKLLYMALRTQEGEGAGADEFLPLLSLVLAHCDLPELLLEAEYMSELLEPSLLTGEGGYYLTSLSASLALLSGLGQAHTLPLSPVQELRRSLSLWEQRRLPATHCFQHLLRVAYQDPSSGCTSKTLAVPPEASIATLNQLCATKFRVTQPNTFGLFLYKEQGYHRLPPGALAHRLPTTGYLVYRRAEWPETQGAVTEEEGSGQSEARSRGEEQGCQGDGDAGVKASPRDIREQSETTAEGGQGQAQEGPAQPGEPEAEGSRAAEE
# Scp-1 inhibitor – Scp-1 phosphatase inhibitors, primary screen, biochemical, colorimetric, uHTS; 340,000 compounds, 0.88% hits; AID 493091, 2011; inhibition, % at 20 µM; Recombinant Scp1, phosphopeptide, malachite green phosphate absorbance;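 active = inhibition above about 50% at 20 µM, limit read from the data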;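 note: plate controls were DMSO wells with enzyme for no effect and wells lacking enzyme for full effect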
#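 System: truncated SCP-1 phosphatase (76-261aa); medium: Tris acetate buffer pH 5.5 with MgCl2 and Tween-20; incubation: 45 min room-temperature reaction, 5 min colour, 30 min stabiliser; compound: single 20 µM dose, 1% DMSO; reagent: Phosphorylated 17-residue peptide substrate; read-out: % inhibition at 20 µM; technique: colorimetric free-phosphate detection, absorbance 630 nm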
# DNMT1 block – human DNMT1 methyltransferase inhibitors, primary screen, biochemical, molecular beacon, fluorescence, HinP1I cleavage, uHTS | AID 588458, 2011 | 360,000 compounds, 0.83% hits | inhibition (reported as % activation of signal), % at 10 µM; in the data active = inhibition above about 50%
# LMPTP inh – LMPTP phosphatase inhibitors, primary screen, biochemical, fluorescence intensity, uHTS; Low molecular weight phosphotyrosine protein phosphatase (Homo sapiens), P24666; recombinant LMPTP-A, OMFP fluorogenic substrate; inhibition, % at 20 µM; 360,000 compounds, 0.22% hits;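 active = compounds that cut the enzyme signal by at least half of the control window in the single-dose screen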;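 note: plate controls were DMSO wells with enzyme plus substrate for no effect and substrate without enzyme for full effect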
#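 Assay system: LMPTP-A, protein tyrosine phosphatase of low molecular weight / Medium: pH 6.0 Bis-Tris buffer with DTT and Triton X-100 / Schedule: 50 min enzyme reaction at room temperature, protected from light / Measured by: endpoint fluorescence intensity from OMFP dephosphorylation / Read-out basis: % inhibition relative to no-enzyme and uninhibited control wells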
# Neddyl block – inhibitors of cullin neddylation, primary screen, biochemical, TR-FRET, uHTS, NAE and Ubc12. NEDD8-conjugating enzyme Ubc12 (Homo sapiens) + NEDD8-activating enzyme E1 regulatory …. 360,000 compounds, 0.58% hits. AID 651699, 2012. calls only at 25 µM; in the data active = inhibition above about 36%
# NadD block – inhibitors of S. aureus NadD, primary screen, biochemical, colorimetric, uHTS; Nicotinate-nucleotide adenylyltransferase NadD (Staphylococcus aureus N315); purified NadD enzyme, colorimetric absorbance read-out; inhibition, % at 20 µM; 360,000 compounds, 0.78% hits; in the data active = inhibition above about 26%; note: some compounds past the cut are filed as inactive
# STEP inh – STEP phosphatase inhibitors, primary screen, biochemical, fluorescence intensity, uHTS | Tyrosine-protein phosphatase non-receptor type 5 (Homo sapiens), P54829 | recombinant STEP, OMFP fluorogenic substrate | inhibition, % at 20 µM | 360,000 compounds, 0.25% hits | AID 588621, 2011;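 active = inhibition at 20 µM, scaled per plate between control wells, above about 37%, limit read from the data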;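 note: 0% = DMSO with enzyme and substrate and 100% = substrate only without enzyme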
#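 System: STEP phosphatase, cell-free reaction; Buffer or medium: Bis-Tris pH 6.0 buffer with DTT, detergent; Incubation: 20 min at room temperature, dark; Measured by: fluorescence, 480/540 nm.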
# Rpn11 inh – Rpn11 (PSMD14) deubiquitinase inhibitors, primary screen, biochemical, fluorescence polarization, uHTS | human 26S proteasome, Ub4-pepOG fluorescence polarization; 20S core pre-blocked with epoxomicin | calls only at 20 µM | 360,000 compounds, 0.59% hits | AID 588493, 2011;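 active = inhibition at 20 µM, scaled to each plate's controls, above about 33%, limit read from the data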
# SUMO1-SIM PPI – modulators of SUMO1 protein-protein interactions, primary screen, biochemical, uHTS; Small ubiquitin-related modifier 1 (Homo sapiens), P63165; SUMO1 binding to a labelled peptide, TR-FRET, 1 h; inhibition, % at 20 µM; 360,000 compounds, 0.33% hits; AID 602429, 2012; in the data active = inhibition above about 37%
# * marks the source's active call; other numbers are inactive results; i = inactive; . = no result given; + = active, no number.
SUMO1-SIM PPI	Neddyl block	Rpn11 inh	CSN deneddyl inh	LMPTP inh	DNMT1 block	Rin1 Abl inh	NadD block	STEP inh	Scp-1 inhibitor	smiles
0.6	i	i	1.9	0.1	3.5	0.6	-2.6	-1.6	-5.5	CN(CCOc1ccccc1)C(=O)C1CCC(=O)N(CCN2CCOCC2)C1 (configuration not stated)
-10.5	i	i	-2.9	-1.9	6.3	-3.7	1.4	-2.9	6.2	N#Cc1ccc(/C=N/NC(=O)CCc2ccc(S(=O)(=O)N3CCOCC3)cc2)cc1
0.4	i	i	-4.7	2.6	-1.0	-0.1	1.2	1.7	-9.6	O=C(CSc1nnc(-c2cccs2)n1Cc1ccco1)c1ccc2c(c1)OCO2
2.9	i	i	0.8	-0.2	19.0	4.1	3.4	1.4	16.9	Cc1cc(C)c(C(=O)/C=C/c2ccco2)c(=O)[nH]1
6.5	i	i	2.6	-1.1	6.0	0.9	-2.7	4.3	-11.2	CC#CCCCC(=O)Nc1ccccc1C(=O)O
-1.7	i	i	-8.7	11.6	-2.0	0.0	-5.7	5.6	-1.2	Cc1ccc(CSc2nc3ccncc3[nH]2)cc1
1.7	i	i	0.3	-0.1	-1.6	2.1	-1.8	3.8	-8.1	COc1cc(OC)cc(C(=O)N[C@H](C(=O)OCC(=O)N2CCN(S(=O)(=O)c3ccc(C)cc3)CC2)C(C)C)c1
0.9	i	i	1.7	-0.7	2.5	0.4	-5.2	-4.6	-1.6	Cc1nc(N2CCOCC2)nc2c1CCCC2

# Part of the list above in order of SMILES length, falling:
SUMO1-SIM PPI	Neddyl block	Rpn11 inh	CSN deneddyl inh	LMPTP inh	DNMT1 block	Rin1 Abl inh	NadD block	STEP inh	Scp-1 inhibitor	smiles
-10.5	i	i	-2.9	-1.9	6.3	-3.7	1.4	-2.9	6.2	N#Cc1ccc(/C=N/NC(=O)CCc2ccc(S(=O)(=O)N3CCOCC3)cc2)cc1
0.4	i	i	-4.7	2.6	-1.0	-0.1	1.2	1.7	-9.6	O=C(CSc1nnc(-c2cccs2)n1Cc1ccco1)c1ccc2c(c1)OCO2
0.6	i	i	1.9	0.1	3.5	0.6	-2.6	-1.6	-5.5	CN(CCOc1ccccc1)C(=O)C1CCC(=O)N(CCN2CCOCC2)C1 (configuration not stated)
2.9	i	i	0.8	-0.2	19.0	4.1	3.4	1.4	16.9	Cc1cc(C)c(C(=O)/C=C/c2ccco2)c(=O)[nH]1
0.9	i	i	1.7	-0.7	2.5	0.4	-5.2	-4.6	-1.6	Cc1nc(N2CCOCC2)nc2c1CCCC2

# Later entries:
SUMO1-SIM PPI	Neddyl block	Rpn11 inh	CSN deneddyl inh	LMPTP inh	DNMT1 block	Rin1 Abl inh	NadD block	STEP inh	Scp-1 inhibitor	smiles
-15.3	i	i	-0.3	-1.9	-0.7	-1.6	-3.5	0.6	9.1	Cc1ccc(C2C(C(=O)c3cc4ccccc4o3)=C(O)C(=O)N2CCN(C)C)o1 (configuration not stated)
-4.6	i	i	2.6	1.9	-1.9	-0.2	1.7	0.2	11.4	CCCC(=O)N1c2ccc(-c3csc(N)n3)cc2CC1C (configuration not stated)
-1.2	i	i	-2.5	-1.5	-0.5	-1.2	-5.5	1.2	-2.7	Cc1ccc2c(c1)N(C(C)C(=O)NCc1cccs1)C(=O)CO2 (configuration not stated)
4.7	i	i	0.3	-1.2	-2.0	-0.2	0.8	0.9	8.0	Cc1c(C=Nc2ccc(S(=O)(=O)CCO)cc2)c(O)[nH]c(=O)c1C#N
-1.1	.	.	0.0	-0.3	.	.	2.1	.	.	Nc1nc2cc3c(cc2cc1C(=O)NCc1ccc(F)cc1)OCO3
-8.0	i	i	0.0	-2.6	18.2	-1.4	1.6	2.0	-1.9	CN(C)S(=O)(=O)c1cccc2c1C(=O)c1ccccc1C2=O
-3.2	i	i	1.8	0.3	-1.3	0.6	-4.8	-0.9	-19.9	Clc1ccc(Oc2nnnn2-c2ccccc2)cc1
-5.0	i	i	4.4	-2.1	-4.7	0.2	-0.6	1.0	-7.8	CCOC(=O)C(=N/O)/C(C)=N/NC(=O)C(=O)Nc1ccc(Cl)cc1
-5.9	i	i	4.5	-0.9	-2.4	5.0	-4.5	1.3	-4.7	Cc1cc(C(=O)COC(=O)COc2ccc(C#N)cc2)c(C)n1C1CC1
-1.5	i	i	-0.1	-1.1	3.2	0.3	-0.5	2.5	3.0	O=C(CCN1CCCCC1)Nc1cccc(Br)c1
-6.5	i	i	-2.2	1.6	1.4	1.7	-2.5	1.4	-7.0	CCOC(=O)C1(Cc2ccccc2)CCN(Cc2cnc(N3CCOCC3)s2)CC1
-17.2	i	i	-8.6	-0.5	4.3	-1.6	2.3	-0.7	-7.3	CCn1c(O)c(N=NC(=O)Cn2ccc(C(F)(F)F)n2)c2ccccc21
1.1	i	i	6.9	0.4	1.2	-1.9	-10.8	1.0	-7.0	COC(C(=O)Nc1ccc(Br)cc1F)c1ccccc1 (configuration not stated)
-1.9	i	i	-1.9	-1.6	5.9	1.9	1.1	-1.8	-1.3	Cc1ccc2nc(NCc3ccco3)c(C=NCc3ccco3)c(=O)n2c1
1.7	i	i	-1.1	-1.1	2.4	-7.5	-8.1	0.2	.	Cc1ccc(Cl)cc1NC(=O)CCS(=O)(=O)c1ccc2c(c1)n(C)c(=O)c(=O)n2C
2.9	i	i	3.0	-0.3	-1.1	-4.8	-0.2	4.1	-14.4	Cc1cc(C(F)(F)F)n(-c2nc(C(=O)Nc3cccnc3)cs2)n1
-9.6	+	i	0.1	1.5	-2.5	0.7	-10.0	1.1	-12.1	O=c1ccc2cc3c(-c4ccccc4)coc3cc2o1
3.1	i	i	1.5	3.4	-1.2	-3.6	-2.7	-1.1	-8.0	COC(=O)c1sccc1NC(=O)Nc1ccc(F)cc1
0.3	i	i	-4.5	-1.2	0.2	0.7	0.2	-2.2	-4.0	COC(=O)[C@@H]1CCCN1Cc1nc(Cc2ccc(OC)c(OC)c2)no1
0.7	i	i	4.1	1.1	-1.1	-1.1	-2.3	-0.4	-15.4	Cn1c(-c2ccccc2)cc2ccccc21
-5.9	i	i	-0.4	0.4	6.0	0.5	-0.5	0.5	3.2	CCOC(=O)c1cccc(-n2c(C)nc3ccccc3c2=O)c1
1.7	i	i	-0.7	0.4	-3.4	0.4	-4.2	3.2	-5.5	Cc1cc(C)cc(OCC(=O)NCc2nc(-c3ccccc3)no2)c1
2.6	i	.	-1.3	0.9	.	.	.	.	.	Cc1ccc(S(=O)(=O)N2C3CCCCC3O[C@H]2CC(=O)c2ccccc2)cc1 (some centres not stated)
34.3	i	i	41.8*	4.5	54.7*	-0.5	4.6	2.9	55.1*	Cc1cc(C(=O)COC(=O)c2cc(Cl)c(O)c(Cl)c2)c(C)n1C
-2.0	i	i	4.1	1.6	-11.7	-0.1	-7.9	2.8	-4.0	O=C(N/N=C/C(Br)=C/c1ccccc1)NC1CCCCC1
-1.8	i	i	-7.9	-0.2	1.8	0.7	3.4	-1.7	-5.8	CC1CCN(C(=O)c2ccc(CNc3c(N4CCCC4)c(=O)c3=O)cc2)CC1
3.7	i	i	3.7	0.3	-2.3	-1.1	-4.9	1.9	-4.0	CCN(CC(=O)NCc1ccc(Cl)cc1)C(=O)CCC(=O)c1ccc(C)cc1
-3.4	i	i	4.0	12.3	0.8	3.4	24.8	3.1	80.0*	COc1ccccc1OCCOc1ccc(/C=C2\C(=N)N3N=C(S(C)(=O)=O)SC3=NC2=O)cc1
3.3	i	i	0.2	0.1	0.2	-4.2	-2.1	0.1	1.4	O=C(COC(=O)C1CCN(C(=O)c2ccc(Cl)cc2)CC1)c1ccco1
1.0	i	i	-1.7	-0.6	3.0	2.4	-1.4	-0.2	-4.3	CCC(C)(C)N1CC(=O)N(Cc2ccccc2)C(c2ccc(OC)cc2)C1=O (configuration not stated)
-2.3	i	i	-3.3	-3.2	10.0	0.1	-8.3	2.7	-8.0	Cc1nc2ccccc2c2oc(C(=O)NCCN3CCN(C)CC3)cc12
0.0	i	i	3.9	2.8	-7.9	-0.7	-10.1	0.8	-7.3	COc1ccc(-c2noc(CCCc3ccccc3)n2)cc1OC
-2.1	i	i	1.5	3.4	-24.9	-3.5	6.2	-0.7	.	OC(c1ccc(-c2ccccc2)cc1)c1ncc(-c2ccc(C(F)(F)F)cc2)[nH]1 (configuration not stated)
-30.2	i	i	-0.9	-0.6	-0.7	-1.6	2.6	-2.7	-3.9	CN(C(=O)COC(=O)c1ccc2ccccc2n1)C1CCCCC1
2.7	i	i	-3.0	-1.7	3.2	7.9	-3.7	-4.8	-6.7	Cc1ccsc1C(=O)C1CCCN(Cc2cn(C)nc2-c2ccccc2)C1 (configuration not stated)
0.0	i	i	1.0	-1.2	0.8	-3.6	-8.8	1.7	-12.3	Cc1noc(C(=O)Nc2cc(Cl)ccc2O)c1Cl
6.4	i	i	2.6	1.2	4.2	-0.5	30.9*	-0.3	6.8	Cc1cc2[nH]c(=O)c(=O)[nH]c2cc1S(=O)(=O)N1CCN(c2cccc(C(F)(F)F)c2)CC1
-1.6	i	i	2.7	0.8	-8.8	0.1	-1.4	0.4	-6.2	CC1=C(C(=O)Nc2ccc(C(=O)N3CCN(c4ccccc4F)CC3)cc2)SCCO1
-1.1	i	i	-0.7	0.3	2.5	0.3	2.5	-2.7	-1.4	O=C(CN1CCN(C(C(=O)Nc2ccc(Cl)cc2C(F)(F)F)c2ccccc2)CC1)NC1CC1 (configuration not stated)
14.1	i	i	0.7	10.3	-1.2	3.0	11.1	12.2	47.0	Cc1c(CC(=O)O)c(=O)oc2c(C)c3occ(-c4ccc(F)cc4)c3cc12
-9.8	i	i	-5.5	-0.3	-0.1	1.9	-0.5	3.8	-7.3	O=C(NCc1ccco1)c1cc(=O)c2ccccc2o1
-10.6	i	i	-9.2	-0.5	2.4	-2.8	-6.5	9.0	2.5	O=C(Cn1ccc([N+](=O)[O-])n1)NCc1cccnc1
